MEKK3 PB1 HTS: modulators of MEKK3-MEK5 PB1 binding, primary screen, biochemical, wildtype MEKK3, multiplex bead flow cytometry, Alexa488-MEK5; Mitogen-activated protein kinase kinase kinase 3 (Homo sapiens), Q99759; bead-based flow cytometry, Alexa488-MEK5 binding to MEKK3; actives lie on both sides; 0 = blocked by unlabeled MEK5, 100 = vehicle; binding response (% of control), % at 10 µM; actives 1.4% (n = 290,000);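 active means binding response more than 3 SD above or below the average of its plate-row segment, actives on both sides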;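 further: Alexa488 bead fluorescence after subtracting the streptavidin-only scavenger bead signal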
MEKK2mut PB1 HTS: MEK5 binding signal on mutant MEKK2 PB1, primary screen, biochemical, multiplex bead flow cytometry, Alexa488-MEK5. actives 0.35% (n = 290,000). percent response, % at 10 µM. Alexa488-MEK5 binding to MEKK2 mutant; in the data active means percent response above about 24%, passing the limit was not always enough; further: inactives centre near 1; some results filed as inactive read as strong as hits; reference of the scale not given here
MEKK2wt PB1 HTS: modulators of MEK5 binding to wildtype MEKK2, primary screen, biochemical, multiplex bead flow cytometry, Alexa488-MEK5. Alexa488-MEK5 binding to MEKK2 WT; actives lie on both sides. binding response (% of control), % at 10 µM. actives 1.1% (n = 290,000). AID 1531, 2009; in the data active means binding response below about 67% or above about 130%
NALP1 inh: NALP1 inflammasome inhibitors in reconstituted yeast, colorimetric, S. cerevisiae, triplicate retest. S. cerevisiae NALP1/ASC/caspase-1 growth, X-gal OD620, 72 h. actives 0.61% (n = 280,000). inhibition, % at 10 µM; in the data active means inhibition mostly above about 24%, no sharp cut-off; inactive means mostly below about 32%; further: some compounds called inactive have numbers as strong as hits
PHOSPHO1 inh: PubChem AID 1565 | Phosphoethanolamine/phosphocholine phosphatase (Homo sapiens), Q8TCT1 | actives 1.1% (n = 290,000) | recombinant PHOSPHO1, absorbance phosphatase assay | inhibition, % at 13.3 µM; in the data active means inhibition above about 60%
GPR7 antag: GPR7 receptor antagonists, primary screen, cell-based, fluorescence, single concentration. Neuropeptides B/W receptor type 1 (Homo sapiens), P48145. GPR7-expressing cells, fluorescence antagonist assay. inhibition, % at 4.4 µM. actives 1.1% (n = 290,000); in the data active means inhibition above about 16%, passing the limit was not always enough;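 further: cells stimulated with the agonist NPW; 0% = agonist with vehicle and 100% = vehicle without agonist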
Target sequence (P48145 whole entry, looked up): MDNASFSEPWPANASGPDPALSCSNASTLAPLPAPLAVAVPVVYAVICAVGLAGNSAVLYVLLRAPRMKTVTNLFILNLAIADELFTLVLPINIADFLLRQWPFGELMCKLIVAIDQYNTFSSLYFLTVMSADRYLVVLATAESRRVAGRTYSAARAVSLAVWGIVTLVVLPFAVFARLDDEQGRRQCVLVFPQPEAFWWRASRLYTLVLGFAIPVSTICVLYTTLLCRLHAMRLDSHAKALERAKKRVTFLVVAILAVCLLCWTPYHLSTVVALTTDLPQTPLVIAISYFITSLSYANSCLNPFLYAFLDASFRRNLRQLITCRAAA
V1aR counter: agonists of human V1a receptor, primary screen, counter-screen for OXTR agonist project, fluorescence, CHO-V1R cells; Fluo-8 calcium fluorescence, agonist mode; 0% DMSO, 100% 3 nM vasopressin; actives 0.25% (n = 320,000); AID 2797, 2010; activation, % at 3 µM;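 active means activation above the mean activation of all tested compounds plus 3 SD, per screening run, cut at about 20% in these data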;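 further: signal is peak over basal fluorescence ratio across a 100 second FLIPR read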
GalR3 antagonist: GalR3 antagonists in HEK293 cells, primary screen, cell-based, fluorescence readout. actives 0.44% (n = 360,000). inhibition, % at 3 µM. HEK293 GalR3-CNG cAMP membrane potential fluorescence; galR3 body fused to GalR1 C-terminus. Galanin receptor type 3 (Homo sapiens), O60755;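 active means inhibition above the screen-wide average plus 3 SD, cut at about 13% in these data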;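 further: forskolin and galanin both at EC90 stimulate the cells; cAMP rise reported by CNG channel membrane potential dye signal; 0% = forskolin plus galanin with DMSO and 100% = forskolin alone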
Target sequence (O60755 1-299 limits assumed): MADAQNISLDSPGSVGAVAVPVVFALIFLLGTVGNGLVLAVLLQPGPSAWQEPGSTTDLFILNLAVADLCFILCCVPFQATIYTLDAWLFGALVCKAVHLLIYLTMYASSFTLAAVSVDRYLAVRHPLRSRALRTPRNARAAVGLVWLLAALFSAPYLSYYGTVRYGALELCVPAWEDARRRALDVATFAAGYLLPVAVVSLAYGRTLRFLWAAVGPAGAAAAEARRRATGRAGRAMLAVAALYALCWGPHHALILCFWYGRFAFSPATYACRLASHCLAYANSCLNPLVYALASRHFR
OXTR ag: human OXTR agonists, primary screen, fluorescence, CHO-OTR cells, Fluo-8 calcium; Oxytocin receptor (Homo sapiens), P30559; Fluo-8 calcium fluorescence; normalized: DMSO 0%, oxytocin 100%; activation, % at 3 µM; actives 0.32% (n = 320,000);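 active means activation above the mean of all tested compounds plus 3 SD, cutoff set per screening run, cut at about 20% in these data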;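 further: peak over basal fluorescence ratio from a 100 s FLIPR kinetic read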
Target sequence (P30559 whole entry, looked up): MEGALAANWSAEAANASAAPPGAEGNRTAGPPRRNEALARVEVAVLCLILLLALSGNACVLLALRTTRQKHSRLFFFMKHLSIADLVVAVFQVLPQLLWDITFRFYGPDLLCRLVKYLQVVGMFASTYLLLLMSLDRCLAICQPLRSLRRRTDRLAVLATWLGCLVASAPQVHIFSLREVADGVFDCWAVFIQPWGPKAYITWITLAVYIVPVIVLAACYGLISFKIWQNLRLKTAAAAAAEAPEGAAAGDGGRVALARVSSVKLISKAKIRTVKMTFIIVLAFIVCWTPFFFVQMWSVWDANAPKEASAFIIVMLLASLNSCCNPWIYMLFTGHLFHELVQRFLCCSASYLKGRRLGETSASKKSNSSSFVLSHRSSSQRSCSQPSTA
Active calls of the source: *; . = no result given.

SMILES	MEKK3 PB1 HTS	MEKK2mut PB1 HTS	MEKK2wt PB1 HTS	NALP1 inh	PHOSPHO1 inh	GPR7 antag	V1aR counter	GalR3 antagonist	OXTR ag
Nc1nc(-c2cccnc2)nn1C(=O)Cc1ccccc1	108	3	106	3	24	-6	1.3	-6	0.9
CCOC(=O)Cc1csc(NC(=O)COc2ccccc2OC)n1	89	-5	90	9	18	-1	0.3	-3	-0.7
CCc1ccccc1NC(=O)CSc1nnc([C@@H]2CCCN2C(=O)OC(C)(C)C)o1	108	7	113	-2	-16	-6	-0.5	0	0.9
Cc1ccc(NS(=O)(=O)c2cccc([N+](=O)[O-])c2)nc1	102	4	99	26	20	-8	-0.2	-5	0.8
COc1ccc(NC(=O)COc2ncnc3ccccc23)cc1S(=O)(=O)N1CCOCC1	102	0	101	7	36	-7	0.1	7	1.0
Cn1c(CCNC(=O)c2ccc(Cl)c(Cl)c2)nnc1SCc1ccc(Cl)c(Cl)c1	112	11	121	14	14	-2	-0.9	-5	0.1
CC(=O)Nc1ncnc2c1c(-c1ccc(Cl)cc1)nn2C(C)(C)C	103	-1	101	42*	30	-4	-1.8	0	-2.5
CCOC(=O)/C=C1\SCC(=O)N1CC(=O)Nc1ccc(OC)c(OC)c1	97	2	99	4	-11	-8	0.3	0	0.6
Cc1cc(=O)n2c(n1)OC(CO)C2 (configuration not stated)	98	-5	95	-8	-39	-2	0.2	-8	-0.6
CCOc1ccccc1NS(=O)(=O)c1ccc2c(c1)n(C)c(=O)c(=O)n2C	101	0	102	12	5	-6	1.0	-11	0.2
O=C1CC(N2CCC(c3nc4ccccc4[nH]3)CC2)C(=O)N1c1cccc(F)c1 (configuration not stated)	92	-4	97	7	42	6	1.3	0	-0.7
O=C(CSCc1ccccc1Cl)NN=C1CCCCCC1	109	3	107	29	-18	-6	0.3	-4	0.9
COCCn1c(=O)[nH]c2cc(C(=O)N3CCN(c4cccc(Cl)c4)CC3)ccc2c1=O	102	-6	94	-6	44	-4	15	-8	11
CCOC(=O)c1c(/N=C/N(C)C)sc(C)c1C	86	-4	90	-3	16	-9	-0.5	-10	-0.9
C=CCn1c(SCC(=O)c2c(N)n(C)c(=O)n(C)c2=O)nc2sc(C)c(C)c2c1=O	103	3	97	-10	24	1	-0.6	-5	0.0
CCOC(=O)C1CCN(c2nnc(N3CCCC3=O)s2)CC1	71	-11	87	15	-2	-1	0.7	-1	0.1
N/C(=N\OC(=O)COc1ccc([N+](=O)[O-])cc1)c1ccc(Br)cc1	96	-15	85	12	-20	-1	.	.	.
C/C(=N/NC(=O)c1ccc2c(c1)OCO2)c1ccc(Br)s1	97	-7	89	-5	-22	4	-1.2	-4	-0.9
O=C(c1ccccc1N(Cc1ccccc1)S(=O)(=O)c1ccccc1)N1CCOCC1	97	-9	96	11	10	9	-0.4	-3	-0.6
O=C(NCc1ccco1)c1cc(Cl)nc(Cl)c1	101	7	98	-2	22	-2	-1.0	1	-0.7
Cc1nc(CSc2nnc(C)s2)cs1	84	-3	85	15	0	-5	0.8	5	0.1
Cc1ccc(C(=O)OCC(=O)NCc2ccc3c(c2)OCO3)s1	103	2	104	16	7	-2	1.5	-2	-0.8
COc1ccc(-c2cc(C(F)(F)F)nc(S(=O)(=O)CCCC(=O)Nc3cccc(O)c3)n2)cc1OC	104	9	107	-10	-25	-16	.	9	.
C/C(=C\c1cccs1)C(=O)c1c(C)cc(C)[nH]c1=O	98	3	98	2	24	11	-0.3	3	-0.8
CCC(CC)n1[nH]c(=O)cc1N	128*	11	124	-54	-23	0	-0.1	-2	0.3
O=C(NC1CC1)c1ccc2c(c1)NC(=O)c1ccccc1S2	100	1	97	29	1	-5	.	.	.
CC(C)CS(=O)(=O)C1=NSC2=NC(=O)/C(=C\c3ccc(OC(=O)c4ccco4)cc3)C(=N)N21	95	-8	90	17	38	1	-0.1	-8	-1.1
CC(C)C(=O)NC(=S)Nc1ccc(S(=O)(=O)N2CCN(C)CC2)cc1	93	-2	97	23	-6	11	-0.2	4	0.0
Cc1nnc(SCC(=O)Nc2ccc(S(=O)(=O)N3CCCCC3)cc2)s1	110	15	107	12	23	12	1.6	-6	1.5
Cc1cc(C(=O)N/N=C/c2ccc(O)c([N+](=O)[O-])c2)c(C)n1-c1ccc(F)cc1	84	-5	80	-22	-4	-7	-1.4	-5	-1.4
CC(=O)N1SC(N)=NC1c1ccccc1 (configuration not stated)	93	-2	91	8	20	16	0.5	0	-0.2
O=C(O)CC(Cc1ccc(Cl)cc1)C(=O)NCc1ccccc1 (configuration not stated)	127	0	103	8	9	-8	-0.8	-5	-1.6
Cn1cnnc1SCC(=O)N1CCC(Cc2ccccc2)CC1	91	-2	104	10	63*	-6	0.2	2	-0.8
COc1ccc(CCNC(=O)c2ccc3c(SCC(=O)O)c4c(nc3c2)CCCC4)cc1OC	101	-8	84	14	-18	-10	0.1	-5	-0.9
CCCOc1ccc(C(=O)Nc2ccc(N(C)C)cc2)cc1	92	-8	91	5	11	-14	0.1	-2	4.8
COc1cccc(C2SCC(=O)N2c2ccc(Cl)cc2)c1OC (configuration not stated)	102	-1	99	-20	-15	4	-0.3	-3	-2.6
COc1ccc(/C=C/C2=NN(Cc3ccccc3)C(=O)CC2)cc1	99	-6	96	4	8	5	2.3	-3	0.3
O=C(NCCc1ccccc1)Nc1ccc2c(c1)OCO2	100	-1	94	1	48	0	-0.7	-5	-1.5
CN(CCOc1ccc(Cl)cc1)CC(=O)Nc1ccc(OC(F)(F)F)cc1	102	5	109	8	24	-11	2.6	-13	3.0
Cc1ccc(NS(=O)(=O)c2c(C)nc3sccn3c2=O)c(C)c1	103	7	105	3	15	-6	0.9	.	1.4
COC(=O)CNC(=O)C(CCSC)NC(C)=O (configuration not stated)	101	5	103	0	14	-10	1.0	-3	1.1
Cc1ccc(C(=O)N2CC(=O)Nc3ccc(F)cc3C2c2ccc(F)cc2)cc1[N+](=O)[O-] (configuration not stated)	101	18	106	9	-12	-8	1.8	-2	2.1
O=C(Nc1ccccc1Cc1ccccc1)C1CC(=O)N(c2ccc3c(c2)OCCO3)C1 (configuration not stated)	109	4	110	7	21	-6	0.5	-4	-0.2
CC1CCCC(NC(=O)COC(=O)c2ccccc2[N+](=O)[O-])C1C (configuration not stated)	99	-3	99	-1	20	-8	-0.7	-2	-0.4
CCCc1cc2c(OC(=O)CC)c(-c3ccc(C(=O)OCC)o3)c(=O)oc2cc1OC	125	0	102	37	2	-7	-0.9	-2	-3.7
COc1ccc(C(=O)NCCC2=CCCCC2)cc1[N+](=O)[O-]	92	3	102	35*	34	-12	-1.6	2	-2.1
COCCN(CCOC)C(=O)c1ccc(NS(=O)(=O)c2ccc3c(c2)OCCO3)cc1	102	5	103	-2	27	-5	0.0	-3	-0.2
CC(C)C(=O)N1CCN(c2ccc(NC(=O)c3ccc([N+](=O)[O-])o3)cc2)CC1	96	-4	92	-3	26	-7	1.3	-3	3.2
CCn1nc(NC(=O)CC(C)C)c2cc3cccc(C)c3nc21	106	5	104	15	23	-6	-0.9	-12	-2.4
COCCCn1c(C)nnc1SCC(=O)Nc1cccc(C)c1	103	2	104	4	44	-4	.	-8	.
COC(=O)c1nnn(-c2nonc2N)c1CSc1nnc(C)s1	77	-13	73	9	4	3	0.2	-4	-0.8
CN(C)c1cccc(N=C2C=C(N3CCOCC3)CC(C)(C)C2)c1	90	2	100	10	17	-7	0.0	-1	-0.4
COc1ccc2nc(NC(=O)CSc3ccccc3)sc2c1	109	18	112	-19	17	9	-0.1	-3	-1.2
COn1c(-c2ccc(Cl)cc2)nc2ccc(Cl)cc21	99	0	100	-4	8	-7	-1.3	-7	-2.9
Cc1nc2ccc(S(=O)(=O)NCC(=O)N3CCC(C)CC3)cc2s1	102	-2	103	-6	5	-9	1.5	-4	1.0
C[C@]12C=CC(=O)C=C1CC[C@@H]1C2=CC[C@]2(C)[C@@H](C(=O)CN3CCN(c4cc(N5CCCC5)nc(N5CCCC5)n4)CC3)CC[C@@H]12	107	5	117	.	.	.	0.8	.	-0.4
CCC(C)(C)NC(=O)C(c1ccc(OC)cc1)N(Cc1ccco1)C(=O)CCC(=O)Nc1cc(C)on1 (configuration not stated)	106	4	101	-12	-1	-5	-1.6	-2	-2.4
CC(C)(C)c1ccc(C(=O)N/C(=C\c2ccco2)C(=O)O)cc1	102	0	99	4	24	-9	0.2	-3	-1.2
FC(F)(F)c1ccc(N2CCOCC2)c(NC2=NCCCCC2)c1	103	2	110	1	3	-13	-0.5	-3	0.1
O=C(Nc1nc(-c2ccccc2)ns1)c1cccs1	111	9	111	24	14	-11	3.7	-8	2.0
Other entries follow.
SMILES	MEKK3 PB1 HTS	MEKK2mut PB1 HTS	MEKK2wt PB1 HTS	NALP1 inh	PHOSPHO1 inh	GPR7 antag	V1aR counter	GalR3 antagonist	OXTR ag
COC(=O)C1CCN(C(=O)/C=C/c2ccccc2)CC1	97	0	99	14	-23	-6	-0.4	-3	0.1
Cc1ccc(NC(=S)NC(=O)/C=C/c2ccco2)c(O)c1	92	-5	87	5	-23	4	-0.1	0	0.0
COc1cccc(NC(=O)CSc2nnc(Cc3ccc(OC)c(OC)c3)o2)c1	98	-3	98	7	-2	20	3.1	-9	0.1
COc1ccccc1OCC(=O)N1CCCC(Nc2ccc(F)c(F)c2)C1 (configuration not stated)	105	13	108	10	43	1	1.6	-3	0.2
S=c1[nH]cnc2scc(-c3ccccc3)c12	98	-2	95	-5	-10	-7	-0.7	-5	-0.3
Cc1cc(C)n(Cc2cc(C(=O)O)c3ccccc3n2)n1	100	-10	95	-7	-22	0	-0.4	-5	1.0
COc1ccc(C2Nc3ccccc3C(=O)N2Cc2ccccc2)cc1COc1ccccn1 (configuration not stated)	96	-1	99	11	50	16	-1.2	-4	-1.8
O=C(COCc1nc2ccccc2c(=O)[nH]1)NC1CCCC1	99	2	106	3	-33	-9	0.3	-8	0.9
Cc1ccc(Nc2ncnc3c2cnn3C)cc1	96	-11	91	4	37	5	0.1	-4	-0.6
C=C1CCN([C@@H](CC(C)C)C(=O)NCCCc2ccccc2)S(=O)(=O)c2ccccc21	104	2	101	.	.	.	-0.3	-8	-0.7
CC(C)c1cc(Nc2cccc(O)c2)cc(C(C)C)c1O	99	0	91	9	48	-1	3.7	.	0.4
O=C(CN1C(=O)CSc2ccc(S(=O)(=O)N3CCOCC3)cc21)NCc1ccc(Cl)cc1	103	2	104	20	7	-12	0.1	2	0.8

Rewritten with two lines to a compound: 3 of the compounds above
Each structure is followed by: MEKK3 PB1 HTS	MEKK2mut PB1 HTS	MEKK2wt PB1 HTS	NALP1 inh	PHOSPHO1 inh	GPR7 antag	V1aR counter	GalR3 antagonist	OXTR ag
CC(C)(C)c1ccc(C(=O)N/C(=C\c2ccco2)C(=O)O)cc1
  102	0	99	4	24	-9	0.2	-3	-1.2
FC(F)(F)c1ccc(N2CCOCC2)c(NC2=NCCCCC2)c1
  103	2	110	1	3	-13	-0.5	-3	0.1
O=C(Nc1nc(-c2ccccc2)ns1)c1cccs1
  111	9	111	24	14	-11	3.7	-8	2.0

Screening results deposited in PubChem BioAssay by several laboratories.
